Vif-A3F inh: blocks the Vif interaction with APOBEC3F; HeLa A3F-eYFP + Vif (tagged APOBEC3F with the HIV-1 protein that degrades it), YFP fluorescence increase; Potency, µM (series often up to 46.1 µM), without a hit: at the highest dose activity, negative = active; 390,000 compounds, 0.2% hits; AID 602313; also: potency is read from the fitted curve at half-maximal effect; % of control where 0% means no effect; nearly all actives have a fitted effect of over 65% in size
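Fluorescence increase (Ex 488/Em 500-530) after overnight compound treatment at 37 deg C flags inhibition of Vif-driven A3F-eYFP loss in stable HeLa A3F-eYFP/Vif cells seeded overnight beforehand.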
Glioma ERSR ind: induces the endoplasmic reticulum stress response in human glioma cells. U87-MG GRP78 promoter luciferase reporter, 16 h. Potency, µM, for inactives: at the highest dose activation, most hits filed as activators. 420,000 compounds, 0.02% hits. AID 602332; also: potency is read from the fitted curve at half-maximal effect; series mostly up to about 76 µM; % of control where 0% means no effect; nearly all actives have a fitted effect of over 35% in size
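Stably transfected U87-MG human glioma cells carrying a GRP78-based luminescent sensor were seeded at 1000 cells/well, pin-dosed with compounds and incubated 16 h. Luciferase reagent was then added, and end-point luminescence was read after 10 min at room temperature.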
ERG-DNA inh: inhibitors of human ERG Ets domain-DNA interaction; AID 624246; Potency, µM (top dose mostly 76.9 µM), for the others: top-dose FP activity, negative = inhibition, hits mostly inhibitors; 370,000 compounds, 0.028% hits; fluorescence polarization, His-ERG Ets domain / labelled DNA; active = well fitted inhibition curve with a large enough effect in the polarisation, with a control signal flat; inconclusive = small, poorly fitted or top-dose-only effect, or effect the other way, or a change in a side signal; inactive = no such curve, though single readings can be large or run the other way; the % refers to the polarisation;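 also: polarization taken with two DNA probes labelled with fluorescein and Texas red; potency is read from the fitted curve at half-maximal effect; % of control where 0% means no effect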
Target sequence (P11308 whole entry, looked up, the tested form may be a part): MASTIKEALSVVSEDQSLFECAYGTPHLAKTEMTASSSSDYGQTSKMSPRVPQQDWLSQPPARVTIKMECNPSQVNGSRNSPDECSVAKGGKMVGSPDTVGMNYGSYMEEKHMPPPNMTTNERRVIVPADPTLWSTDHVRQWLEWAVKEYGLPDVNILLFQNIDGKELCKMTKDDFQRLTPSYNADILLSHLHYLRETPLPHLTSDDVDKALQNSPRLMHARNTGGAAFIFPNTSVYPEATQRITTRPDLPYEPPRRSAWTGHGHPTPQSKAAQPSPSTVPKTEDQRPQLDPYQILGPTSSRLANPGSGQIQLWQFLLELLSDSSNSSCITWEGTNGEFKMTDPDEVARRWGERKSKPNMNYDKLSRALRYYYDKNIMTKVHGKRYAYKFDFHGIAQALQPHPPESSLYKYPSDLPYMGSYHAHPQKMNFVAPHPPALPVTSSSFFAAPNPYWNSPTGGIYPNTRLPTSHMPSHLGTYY
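His-tagged ERG Ets domain (1 uM in the protein solution; 300mM KCl, 50mM Tris-HCl, 1mM EDTA, 1mM DTT, pH 7.5) received compound, then a probe mix of 5 nM fluorescein-DNA and 100nM Texas-615-DNA. Fluorescence polarization was read for both dyes.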
D2 ag: agonists of human D2 dopamine receptor; P14416; HEK293 T-REx D2 cells, calcium flux agonist mode; activation, % at 2 µM; 340,000 compounds, 0.53% hits;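 active = activation over 3 SD above normal in the single-dose calcium agonist read, cut at about 30% in these data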; also: 0% is about no effect
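Agonism is scored from calcium flux in a force-coupled, inducible HEK293 cell line expressing D2, read kinetically for 180 s after compound addition against dopamine controls.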
RGS4 inhibitor: inhibitors of human regulator of G protein signaling 4; Transcreener GDP fluorescence polarization, RGS4-accelerated GTP hydrolysis; Potency, µM (highest dose often 114 µM), for inactives: at the top dose activity change, negative = inhibition, most hits filed as inhibitors; 390,000 compounds, 0.039% hits; P49798; also: potency is read from the fitted curve at half-maximal effect; % is scaled to controls: 0 for no effect and ±100 for the full control effect; nearly all actives have a fitted effect of over 75% in size; some results filed as inactive show a strong effect at the top dose
Target sequence (P49798 whole entry, looked up): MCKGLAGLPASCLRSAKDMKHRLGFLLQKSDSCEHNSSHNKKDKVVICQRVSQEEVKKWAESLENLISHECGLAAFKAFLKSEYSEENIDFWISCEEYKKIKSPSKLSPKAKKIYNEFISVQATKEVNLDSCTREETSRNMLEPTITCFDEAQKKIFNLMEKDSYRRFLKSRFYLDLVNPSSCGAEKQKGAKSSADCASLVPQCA
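MLSMR compounds (23 nl, pin-transferred) preincubated 10 min at room temperature with a 500nM (2x) first reagent, then RGS4 at 900nM (2x) plus Transcreener GDP mix added; fluorescence polarization (620/688 nm) read before and after 90 min at 30 °C.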
Vif-A3G inh: blocks the Vif interaction with human APOBEC3G | Q9HC16 | HeLa A3G-eYFP + Vif (tagged APOBEC3G with the HIV-1 protein that degrades it), YFP fluorescence, overnight | Potency, µM (titrated, usually from 46.1 µM), for the others: at the top dose activity, negative = active, most hits filed as inhibitors | 410,000 compounds, 0.076% hits;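 also: potency is read from the fitted curve at half-maximal effect; % is scaled to controls: 0 for no effect and ±100 for the full control effect; nearly all actives have a fitted effect of over 60% in size; hits raise eYFP signal because A3G escapes Vif-driven loss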
Target sequence (Q9HC16 whole entry, looked up): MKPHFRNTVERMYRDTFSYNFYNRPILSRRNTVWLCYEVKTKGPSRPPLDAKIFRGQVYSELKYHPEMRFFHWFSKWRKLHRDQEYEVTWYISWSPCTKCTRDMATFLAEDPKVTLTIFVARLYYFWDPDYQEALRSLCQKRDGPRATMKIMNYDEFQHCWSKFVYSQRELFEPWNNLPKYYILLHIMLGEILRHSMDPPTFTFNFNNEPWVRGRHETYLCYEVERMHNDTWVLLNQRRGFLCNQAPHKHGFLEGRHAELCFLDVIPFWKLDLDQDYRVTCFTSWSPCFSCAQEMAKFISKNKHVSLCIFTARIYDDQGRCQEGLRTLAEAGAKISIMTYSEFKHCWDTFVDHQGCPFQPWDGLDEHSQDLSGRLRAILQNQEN
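Read-out is eYFP fluorescence (Ex 488/Em 500-530) from Vif-expressing HeLa A3G-eYFP cells; more signal means A3G escaped Vif-mediated degradation. Cells plated overnight, compound pinned in, incubated overnight at 37 deg C.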
ALOX12 inh: ALOX12 (human) lipoxygenase inhibition. P18054. Potency, µM (series often up to 108 µM), for inactives: at the top dose activity change, negative = inhibition, hits mostly inhibitors. 580,000 compounds, 1.1% hits. purified 12hLO, xylenol orange hydroperoxide absorbance; also: potency is read from the fitted curve at half-maximal effect; % is scaled to controls: 0 for no effect and ±100 for the full control effect
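Purified human 12hLO (150 nM final) in 25 mM Hepes, 0.01% Triton X-100, pH 7.0 was preincubated 15 min at room temperature with compound. Then 40 uM arachidonic acid was added, 30 min. Hydroperoxide was read by Fe-XO absorbance ratio 573/405 nm.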
D2 antag: antagonists of human D2 dopamine receptor | P14416 | HEK293 TREx D2 cells, calcium flux, dopamine EC80 | inhibition, % at 10 µM | 340,000 compounds, 2% hits; in the data active = inhibition above about 30%; also: 0% is about no effect
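Calcium flux kinetic readout in an inducible HEK293 TREx D2 line plated overnight at 30 C. After 180 s compound exposure, an EC80 dopamine challenge follows with another 180 s kinetic read to detect antagonism.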
LDHA block: blocks human lactate dehydrogenase A; P00338; purified LDHA, NADH/diaphorase-resazurin fluorescence; active compounds read low; activity change, % (values are at about 110 or 230 µM); 480,000 compounds, 0.15% hits; AID 1347041; in the data active = activity change below about -30%; inconclusive = mostly about -25% to -30%;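 also: plate controls were DMSO wells for no effect and wells without enzyme for full effect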
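Resorufin fluorescence (ex540/em590), read at 0 and 20 min after diaphorase/resazurin addition, reports the NADH left after a 5 min room-temperature reaction of 2 nM human LDH5 with 0.06 mM NADH and 0.2 mM pyruvate.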
The depositor's hits bear a star; ? = inconclusive; . = not tested or not shown; & = joins results of further samples; [ ] = remark or other dose. Unless noted, calls follow the shape of the dose curve; as a rule, active = well fitted curve in the direction sought with a large enough effect; inconclusive = small, poorly fitted or top-dose-only effect, or another doubt; inactive = no such curve, though single readings can be large; an effect the other way counts as inactive or inconclusive.

Molecule | Vif-A3F inh | Glioma ERSR ind | ERG-DNA inh | D2 ag | RGS4 inhibitor | Vif-A3G inh | ALOX12 inh | D2 antag | LDHA block
CCCn1nnc(NC(=O)c2ccc(F)cc2)n1 | 0.3% | -3.6% | -3.1% | 0.5 | -16.3% | 3.0% | 0.0% | 4.0 | -1.1
Nc1c(C(=O)Nc2ccc3c(c2)OCCO3)nnn1Cc1cccc(F)c1 | -7.9% | 7.5% | 3.1% | 3.4 | 15.5% | -3.8% | -1.1% | -5.3 | -2.2
CCCc1nc(NCCO)c(C#N)c2c1CCCC2 | 11.2% | -6.1% | 0.3% | -1.6 | -3.5% | -2.6% | 0.0% | . | -0.9
CCN(c1ccccc1)S(=O)(=O)c1ccc(Oc2ccc(-n3ccnc3)cc2)nc1 | -24.6% | -4.0% | -8.6% | -0.7 | -4.6% | -9.9% | 29.9% | 2.4 | -1.5
COC(=O)c1cc(=O)n(CCc2ccccc2F)c(=Nc2ccc(F)c(Cl)c2)s1 | ? | ? | 3.8% | 0.3 | -7.6% | -29.8% | 7.0% | -6.1 | -0.5
CCOC(=O)N1CCN(S(=O)(=O)N2CCCC(C(=O)NCc3ccc(OC)cc3OC)C2)CC1 (centres undefined) | 0.1%&-7.8% | -7.2%&-2.9% | 6.8%&-0.1% | -0.2&-0.3 | 5.0%&14.5% | 3.3%&1.6% | -5.3%&-6.2% | 6.4 | -5.1&-2.4
COc1ccc(C(=O)N(Cc2nc(-c3ccc(C)cc3)no2)C2CCCCC2)cc1OC | 0.2% | -0.6% | . | 0.7 | -7.6% | 0.5% | -27.1% | 1.7 | 3.2
Nc1ccc(S(=O)(=O)Nc2nccc(/C=C/c3cccc(Br)c3)n2)cc1 | 7.3% | -6.5% | 1.0% | -1.3 | -11.9% | -27.3% | 13.0% | 6.3 | -3.3
CCN(CC)Cc1nc2nc(Cl)c(Cl)nc2[nH]1 | -13.7% | -4.7% | . | . | . | -0.7% | ? | . | -1.8
COc1ccccc1-c1csc(C(C)(O)c2ccccc2)n1 (centres undefined) | . | -2.1% | . | . | . | -0.5% | -26.3% | . | 0.3
Cc1ccc(S(=O)(=O)CCC(=O)Nc2nc(-c3ccccn3)cs2)cc1 | -17.5% | -5.4% | -4.7% | 0.5 | -2.3% | 0.8% | 182.5%[activator] | -10.6 | -1.5
O=C(COC(=O)/C=C/c1ccc(F)cc1)Nc1cc(C(F)(F)F)ccc1N1CCOCC1 | 1.1% | -2.1% | 6.3% | 1.1 | 9.1% | -11.8% | -5.0% | -6.8 | -2.2
O=C(O)CSC1CC(=O)N(c2ccc(F)cc2)C1=O (centres undefined) | 2.0% | -4.9% | . | . | . | 0.0% | -11.1% | . | -13.1
COc1ccc(N2CCN(C(=O)c3ccc(CS(=O)Cc4ccc(C)cc4)o3)CC2)cc1 (centres undefined) | -4.8% | -2.7% | -5.1% | 0.5 | -3.2% | -0.6% | 1.6% | -9.5 | 0.5
CC(C)CC1NC(=O)N(CC(=O)Nc2ccc3c(c2)OCCO3)C1=O (centres undefined) | -11.4% | -3.5% | . | 0.8 | 17.7% | 0.0% | 181.0%[activator] | -7.2 | 1.9
COCc1c(C#N)c(NCCc2ccccc2)nc(C)c1[N+](=O)[O-] | 1.7% | -5.5% | 2.9% | 1.1 | -0.9% | -24.9% | -4.3% | -12.1 | -1.6
Cc1c(NC(=O)c2cccs2)cccc1C(=O)O | . | -4.4% | 1.4% | -0.3 | 23.9% | -3.5% | -5.4% | 9.4 | -0.4
O=C(Nc1cccc(Cl)c1)Nc1cccc(Cl)c1 | -1.2% | 2.2% | -5.8% | 7.6 | 17.9% | 1.6% | 9.3% | 12.8 | 1.3
FC(F)(F)c1nc(N2CCCC2)ncc1-c1nnnn1-c1ccccc1 | -10.6% | -1.0% | -6.8% | 2.7 | 7.8% | 0.1% | 0.0% | -4.4 | -2.8
Cc1[nH][nH]c(=O)c1C=NCc1ccc(Cl)cc1 | -1.1% | -4.0% | -7.4% | 0.7 | -7.4% | -1.1% | 24.1% | -1.4 | -3.3
Clc1ccc(CNc2nnnn2-c2ccccc2)c(Cl)c1 | 4.8% | -2.1% | 13.4% | 0.3 | 0.2%[11.4 µM] | -0.3% | 18.6% | -6.3 | -6.0
NNC(=O)COc1ccc(-c2n[nH]c(C(F)(F)F)c2-c2ccc(Br)cc2)c(O)c1 | 2.9% | -4.0% | -0.3% | . | -7.7% | 1.6% | ? | . | -5.3
CC1(C(=O)Nc2ccc(F)c(Cl)c2)Cc2c(-c3cccc(C(F)(F)F)c3)ccnc2O1 (centres undefined) | . | 5.1% | . | . | . | -5.0% | ? | . | -8.7
Cc1ccc(S(=O)(=O)NNC(=O)c2ccc3ccccc3n2)cc1 | -4.0% | -5.5% | -5.4% | -0.9 | 20.9% | -8.9% | 0.0% | 4.3 | -0.8
CCCCCCCCCc1nc2sc3c(c2c(=O)n1NC(=O)c1ccc([N+](=O)[O-])cc1)CC(C)(C)OC3 | ? | -4.9% | 6.7% | 5.5 | -18.8% | -11.2% | 3.2% | 2.2 | 8.4
CN1CCC(=C(c2ccc(Cl)cc2)c2ccccn2)CC1 | 0.0% | -4.1% | -6.2% | -1.1 | 30.1% | -0.5% | 0.0% | -36.8 | -8.7
CCOC(=O)N1CCC(NC(=O)CSCc2nc(-c3ccccc3Cl)oc2C)CC1 | -7.5% | -2.7% | -0.7% | -0.3 | -1.3%[11.4 µM] | 13.7% | -0.4% | -3.7 | -1.1
CCCS(=O)(=O)c1nc(S(=O)(=O)c2ccc(C)cc2)c(N2CCCC(C)C2)s1 (centres undefined) | -7.2% | -1.8% | -5.8% | 0.9 | -6.1%[56.9 µM] | 2.2% | -0.6% | -0.2 | -3.8
Cc1ccc(S(=O)(=O)NCCC(=O)OCC(=O)N(Cc2ccccc2)C(C)(C)C)cc1C | -28.0% | -3.3% | -4.7% | -0.9 | -25.5% | 0.5% | 0.7% | -2.3 | -2.9
CC(C)(C)CC(=O)Nc1cc(S(=O)(=O)N2CCCCCC2)ccc1Cl | -4.4% | -4.8% | 3.6% | 0.2 | -5.9% | -3.8% | -0.6% | -3.9 | -2.5
COCc1cc(Sc2ccc(Br)cc2)nc(-c2ccccc2)n1 | -0.1% | -3.2% | -0.9% | -0.2 | 10.6% | -9.1% | 125.1%[activator] | 10.7 | 1.4
COc1ccc(C(=O)OCC(=O)Nc2ccc3[nH]c(=O)[nH]c3c2)cc1 | 1.9% | -3.0% | 2.5% | 0.2 | -42.0% | 4.4% | -5.8% | 7.3 | 3.0
COc1ccc(NC(=O)CSC2=NC(=O)CC(C)=N2)cc1 | -6.4% | -4.7% | -3.8% | . | -25.2% | 0.8% | -10.8% | . | -5.6
OCCC1CN(CC#Cc2ccccc2)CCN1C1CCCC1 (centres undefined) | -1.0% | -2.7% | -6.6% | -1.1 | 19.4% | 0.3% | -21.0% | -5.3 | -4.3
Cc1onc(-c2ccccc2Cl)c1C(=O)Nc1nc2c(s1)CCCC2 | 1.6% | 3.8% | -4.1% | -1.4 | 2.3% | 0.8% | ? | -11.6 | -1.3
C[n+]1ccc(C(=O)NCc2ccccc2)cc1 | ? | -3.2% | -4.1% | 1.2 | -22.8% | -0.3% | . | 0.0 | -17.7
CC(=O)c1ccc(S(=O)(=O)N2CCN(C(=O)CSC(=S)N3CCCC3)CC2)cc1 | -16.1% | -3.5% | -3.3% | 0.6 | -12.4% | 1.7% | -6.3% | -6.9 | -3.3
CCc1cc[n+](C2=C([O-])c3ccccc3C(=O)/C2=N\S(=O)(=O)c2cccs2)cc1 | 20.2% | -12.3% | 10.4% | 0.1 | -36.5% | -3.8% | ? | -9.5 | 31.6
N#Cc1ccc(S(=O)(=O)NC[C@H]2O[C@@H](n3cnc4c(N)ncnc43)[C@H](O)[C@@H]2O)cc1 | 3.0% | -0.2% | -3.2% | . | 3.7% | 4.9% | 1.6% | . | -9.1
O=C(Nc1ccccc1)c1ccccc1N=Cc1ccccc1O | -11.0% | -1.0% | 2.0% | 2.3 | 13.2% | 0.2% | ? | 11.0 | -2.3
Cc1ccc(CNC(=O)CCCn2c(=O)c3ccccc3n(Cc3ccc(Cl)cc3)c2=O)cc1 | -2.9% | -3.8% | -10.7% | . | 28.3% | -1.6% | 0.0% | . | -16.3
Cc1ccc(-c2onc(C)c2C)cc1S(=O)(=O)N1CCOc2ccccc21 | -1.3% | -6.5% | -0.9% | -0.5 | -8.7%[56.9 µM] | 3.6% | -0.2% | -4.9 | -1.9
O=C(NCc1ccccc1F)C(=O)NCC1OCCCN1S(=O)(=O)c1cccs1 (centres undefined) | 3.1% | 2.1% | 9.2% | . | -36.4% | 0.5% | 17.8% | . | -2.7
CN(Cc1c(F)cccc1Cl)C(=O)C1=CC=CN2CCS(=O)(=O)N=C12 | -0.6% | -3.4% | -0.2% | . | 1.7% | 4.0% | -2.3% | . | -0.7
COc1cc(OC)c2c(c1)OC(=O)CC2c1ccc(C)cc1 (centres undefined) | -1.0% | -4.3%&0.0% | 9.0% | . | 2.4% | -3.7% | ? | . | 9.7

Screens (PubChem BioAssay)

The list is partial. The share of hits here may be higher or lower than overall.
